# TRHR PAM – allosteric enhancers of human TRH receptor | P34981 | TRHR cells, fluo-8 calcium fluorescence, EC20 TRH enhancement | enhancement, % at 2 µM | actives 0.66% (n = 360,000) | AID 493056; in the data active means enhancement above about 30%; further: 0% is about no effect
#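 TRHR-expressing cells loaded with fluo-8 calcium dye were read kinetically (ex 480/em 530) during compound addition, then stimulated with an EC20 of TRH (10 nM final). Enhancement of the Gq-mediated intracellular calcium response was scored.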
# TrxR1 substrate – substrates of rat thioredoxin reductase 1 | O89049 | purified TrxR1 substrate turnover, NADPH consumption readout | Potency, µM (highest dose often 114 µM), for inactives: at the top dose activity change, negative = substrate turnover | actives 0.01% (n = 390,000) | AID 588456; further: potency means the concentration at half of the fitted maximal effect; on the % scale 0 is the no-effect control and ±100 the full control effect; nearly all actives have a fitted effect of over 50% in size
#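 Rat TrxR1, dispensed at 90 nM, was prereduced with 400 uM NADPH (final) for 5 min at ~22 deg C, then incubated with compound 15 min before 400 uM selenite. A first-read NADPH fluorescence drop versus no-compound background flagged substrates.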
# Pin1 inh – blocks the human prolyl isomerase Pin1; actives 0.009% (n = 390,000); Pin1 FP peptide displacement, HiFluor488, 10 min; Q13526; Potency, µM (series often up to 115 µM), for inactives: at the highest dose activity, negative = inhibition, usual class: inhibitors; AID 504891; active means well fitted inhibition curve with a large enough effect in the polarisation, with a control signal flat, not every such curve was filed as active; inconclusive means small, poorly fitted or top-dose-only effect, or effect the other way, or a change in a side signal; inactive means no such curve, though single readings can be large or run the other way; the % refers to the polarisation; further: potency means the concentration at half of the fitted maximal effect; on the % scale 0 is the no-effect control and ±100 the full control effect
# Target sequence (Q13526 whole entry, looked up): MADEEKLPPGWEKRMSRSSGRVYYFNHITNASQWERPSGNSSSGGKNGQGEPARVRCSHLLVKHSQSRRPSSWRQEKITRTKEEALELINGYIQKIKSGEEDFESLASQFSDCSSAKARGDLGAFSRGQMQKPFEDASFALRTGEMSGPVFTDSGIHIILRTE
# D2 agonist – D2 dopamine receptor (human) agonism. HEK293 T-REx D2 cells, calcium flux agonist mode. activation, % at 2 µM. actives 0.53% (n = 340,000). AID 485358;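 active means activation over 3 SD above normal in the single-dose calcium agonist read, cut at about 30% in these data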; further: 0% is about no effect
#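 Agonism is scored from calcium flux in a force-coupled, inducible HEK293 cell line expressing D2, read kinetically for 180 s after compound addition against dopamine controls.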
# TRHR agonist – TRH receptor (human) agonism. P34981. TRHR cells, calcium flux fluo-8, FDSS agonist mode. activation, % at 2 µM. actives 0.18% (n = 360,000); in the data active means activation above about 30%; further: 0% is about no effect
#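 Fluo-8-loaded TRHR cells; 10 s baseline, compound added, kinetic Ca2+ fluorescence read 1/s, agonist mode.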
# D2 antagonist – antagonists of human D2 dopamine receptor; P14416; HEK293 TREx D2 cells, calcium flux, dopamine EC80; inhibition, % at 10 µM; actives 2% (n = 340,000); AID 485344; in the data active means inhibition above about 30%; further: 0% is about no effect
#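 Calcium flux kinetic readout in an inducible HEK293 TREx D2 line plated overnight at 30 C. After 180 s compound exposure, an EC80 dopamine challenge follows with another 180 s kinetic read to detect antagonism.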
# IDH1 R132H inh – blocks human mutant IDH1 R132H enzyme; O75874; IDH1-R132H enzyme, NADPH consumption, diaphorase/resazurin fluorescence; Potency, µM (doses to about 76.6 µM), inactives show at the top dose activity change, negative = inhibition, most hits filed as inhibitors; actives 0.093% (n = 390,000); AID 602179; further: potency means the concentration at half of the fitted maximal effect; on the % scale 0 is the no-effect control and ±100 the full control effect; nearly all actives have a fitted effect of over 65% in size
#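 IDH1-R132H (0.5 ug/mL) preincubated 30 min with compound, then NADPH (0.016 mM) and alpha-KG (2 mM) added; 80 min at RT, pH 7.5. Remaining NADPH coupled via diaphorase/resazurin to fluorescence (540/590 nm); concentration-response curves normalized to no-enzyme control.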
# TrxR1 inh – rat TrxR1 inhibition; O89049; AID 588453; Potency, µM (highest dose often 114 µM), for inactives: top-dose activity change, negative = inhibition, hits mostly inhibitors; recombinant rTrxR1, NADPH fluorescence consumption, selenite substrate; actives 1% (n = 390,000); further: potency means the concentration at half of the fitted maximal effect; on the % scale 0 is the no-effect control and ±100 the full control effect; nearly all actives have a fitted effect of over 65% in size
#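 Rat TrxR1 (90 nM in the dispensed reagent) was pre-reduced with 400 uM NADPH for 5 min at room temperature, then incubated with compound for 15 min. After 400 uM selenite was added, NADPH fluorescence (Ex 340/Em 450 nm) was followed for 8 min.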
# USP1-UAF1 inh – blocks the human USP1/UAF1 deubiquitinase complex | recombinant USP1/UAF1, Ub-Rhodamine cleavage fluorescence | Potency, µM (top dose mostly 57.1 µM), for the others: at the top dose activity change, negative = inhibition, most hits filed as inhibitors | actives 0.23% (n = 390,000); further: potency means the concentration at half of the fitted maximal effect; on the % scale 0 is the no-effect control and ±100 the full control effect; nearly all actives have a fitted effect of over 60% in size; inactives centre near -12
# Target sequence (O94782 whole entry, looked up): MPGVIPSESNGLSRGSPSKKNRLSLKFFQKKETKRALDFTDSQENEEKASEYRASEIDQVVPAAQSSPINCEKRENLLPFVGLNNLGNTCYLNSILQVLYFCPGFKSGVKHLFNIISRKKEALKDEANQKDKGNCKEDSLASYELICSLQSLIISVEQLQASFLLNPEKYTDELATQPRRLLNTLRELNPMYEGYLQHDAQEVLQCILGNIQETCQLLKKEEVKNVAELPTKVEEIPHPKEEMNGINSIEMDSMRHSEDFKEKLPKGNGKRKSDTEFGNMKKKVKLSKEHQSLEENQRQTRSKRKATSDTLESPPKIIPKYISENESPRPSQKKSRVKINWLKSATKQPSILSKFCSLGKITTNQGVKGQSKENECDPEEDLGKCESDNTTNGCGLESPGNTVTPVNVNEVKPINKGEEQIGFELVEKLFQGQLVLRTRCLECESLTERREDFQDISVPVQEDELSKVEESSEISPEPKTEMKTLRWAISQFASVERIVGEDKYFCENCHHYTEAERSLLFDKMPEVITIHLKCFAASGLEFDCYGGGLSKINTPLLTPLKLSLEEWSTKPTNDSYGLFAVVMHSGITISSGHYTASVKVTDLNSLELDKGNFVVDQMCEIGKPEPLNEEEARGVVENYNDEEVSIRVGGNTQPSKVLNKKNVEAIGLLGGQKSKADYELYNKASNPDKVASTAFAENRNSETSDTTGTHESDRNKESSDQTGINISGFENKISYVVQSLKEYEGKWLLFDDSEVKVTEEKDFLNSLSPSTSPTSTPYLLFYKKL
#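 In this screen, compounds sit with the deubiquitinase complex (1nM) for 15 min at room temperature before Ub-Rho is added at 150nM final. Fluorescence rise is then followed for 6 reads every 60 seconds.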
# Active calls of the source: *; ? = inconclusive; / = no result given; [ ] = remark or other dose. Unless noted, the call rests on the fitted dose curve; in most records, active means well fitted inhibition curve with a large enough effect; inconclusive means small, poorly fitted or top-dose-only effect; inactive means no such curve, though single readings can be large or run the other way.
SMILES,TRHR PAM,TrxR1 substrate,Pin1 inh,D2 agonist,TRHR agonist,D2 antagonist,IDH1 R132H inh,TrxR1 inh,USP1-UAF1 inh
COc1ccc(C(=O)NCC(c2ccco2)N2CCOCC2)cc1OC (stereo not given),10,-12%,2%,/,0.0,/,4%,-12%,-20%
COc1ccc(N2C(=O)CC(N3CCN(S(=O)(=O)c4c(F)cccc4F)CC3)C2=O)cc1OC (stereo not given),-3,2%,1%,1.5,0.4,3,-7%,5%,-17%
CCC(C)(C)NC(=O)CN(Cc1cccs1)C(=O)CCC(=O)Nc1nccs1,5,4%,-10%,0.3,-1.9,1,-2%,24%,4%
COc1cccc(OC)c1C(=O)Nc1ccc(N2CCN(S(C)(=O)=O)CC2)cc1,2,6%,0%,0.0,0.2,-18,-4%,13%,-21%
CC(C)Oc1cccc(C(=O)C2CCCN(C(=O)c3cc(C4CC4)[nH]n3)C2)c1 (stereo not given),-1,-2%,5%,/,-0.4,/,-6%,12%,-10%
N#CCc1ccc(OC(=O)c2ccncc2)cc1,/,5%,-5%,/,/,/,11%,18%,-18%
COc1ccc(-c2c(C#Cc3ccsc3)c3cc(-c4ccc(OC)c(F)c4)ccc3n2C)cc1,-4,17%[57.1 µM],?,0.7,0.4,2,18%,20%[57.1 µM],-10%
COC(=O)C1=C(C)C(c2ccc(OC)cc2)NC(=S)N1 (stereo not given),0,8%[57.1 µM],0%,0.1,0.0,-10,0%,-13%,-18%
COc1ccc(/C(N)=N/OC(=O)c2ccc([N+](=O)[O-])c(C)c2)cc1OC,5,0%,1%,0.2,0.6,-11,-1%,25%,-15%
COc1ccc(Cl)c(NC(=O)Cn2nnc(-c3ccccc3N)n2)c1,-5,-2%,-5%,-1.9,0.3,15,2%,-10%,-13%
Cc1noc(C)c1CN1C(=O)c2ccccc2C1=O,-1,4%,-6%,0.1,-0.9,-3,-8%,36%[activator],-21%
CC[C@@H](C)[C@@H](C(=O)Nc1ccc(C)cc1)N1Cc2ccccc2C1=O,3,9%,-9%,0.1,0.0,/,-1%,37%[activator],-23%
CCc1nc(C)cn1S(=O)(=O)c1cc(C)c(OC)c(C)c1C,-3,3%[57.1 µM],-5%,-0.2,0.7,2,7%,5%[57.1 µM],-18%
O=C(N/N=C/c1c[nH]c2ccccc12)C1CC(=O)N(c2ccccc2)C1 (stereo not given),0,5%,1%,-0.2,0.1,8,-5%,16%,-22%
CN(Cc1ccccc1)C(=O)CCn1c(=O)c2cccn2c2cccnc21,2,1%,-9%,/,-1.0,/,-5%,12%,-7%

# Part of the list above, set out differently:
# Fields – TRHR PAM | TrxR1 substrate | Pin1 inh | D2 agonist | TRHR agonist | D2 antagonist | IDH1 R132H inh | TrxR1 inh | USP1-UAF1 inh
COc1ccc(C(=O)NCC(c2ccco2)N2CCOCC2)cc1OC (stereo not given)
  10 | -12% | 2% | / | 0.0 | / | 4% | -12% | -20%
COc1ccc(N2C(=O)CC(N3CCN(S(=O)(=O)c4c(F)cccc4F)CC3)C2=O)cc1OC (stereo not given)
  -3 | 2% | 1% | 1.5 | 0.4 | 3 | -7% | 5% | -17%
CCC(C)(C)NC(=O)CN(Cc1cccs1)C(=O)CCC(=O)Nc1nccs1
  5 | 4% | -10% | 0.3 | -1.9 | 1 | -2% | 24% | 4%

# Following part.
SMILES,TRHR PAM,TrxR1 substrate,Pin1 inh,D2 agonist,TRHR agonist,D2 antagonist,IDH1 R132H inh,TrxR1 inh,USP1-UAF1 inh
Cc1ccc(C(=O)OCC(=O)N2c3ccccc3NC(=O)C2(C)C)cc1S(=O)(=O)N1CCCCC1,/,2%,0%,/,/,/,2%,24%,-14%
Cc1ccc(Cn2nc(C)c(NC(=O)c3cc(-c4ccco4)on3)c2C)cc1,2,-11%,27%,/,-0.3,/,-5%,-26%,2%
Clc1ccccc1Cn1nnc2c(Nc3ccccc3)ncnc21,-8,15%,3%,-0.6,0.8,18,1%,27%,-9%
C=CCNC(=O)C1CCN(S(=O)(=O)c2cccs2)CC1,-7,5%,-4%,/,-0.3,/,0%,6%,-18%
CCC(CO)Oc1cc(NC(=O)c2ccccc2N)c2ncn(C(C)C)c2c1 (stereo not given),/,-1%,2%,/,/,/,0%,?,-8%
CCOC(=O)C1CCC(CN(Cc2ccc(OC)cc2)S(=O)(=O)c2ccc(F)c(C(=O)Nc3ccc(C)c(C)c3)c2)CC1 (stereo not given),-3,-8%[57.1 µM],-1%,-0.2,0.4,/,-9%,7%[57.1 µM],-8%
CCNC(=S)NNC(=O)c1csc2c1CCCC2,4,3%,-1%,0.8,-0.5,28,2%,6%,2%
COc1ccc(Cn2ccnc2SCC(=O)Nc2nc3ccccc3s2)cc1,1,2%[57.1 µM],15%,-0.5,0.3,/,3%,8%[57.1 µM],-13%
O=C(NCc1ccccn1)C1CC(c2ccc(Cl)c(Cl)c2)=NO1 (stereo not given),9,-9%,-5%,-0.3,0.0,3,-2%,-15%,-4%
COc1ccc(NC(=O)c2cc(C(C)=O)n3ccccc23)cc1Cl,17,4%[57.1 µM],2%,-0.1,-0.7,/,14%,14%[57.1 µM],-3%
CC(C)(C)c1cc(CCC(=O)NCCc2ccccn2)cc(C(C)(C)C)c1O,5,5%[57.1 µM],-6%,-1.0,0.0,-6,0%,14%[57.1 µM],-10%
O=C(Cn1nc(-c2ccccc2)ccc1=O)N1CCOCC1,/,9%,-3%,/,/,/,-2%,21%,-12%
CC(C)CNS(=O)(=O)c1ccc(NC(=O)Cn2nc(-c3ccc(F)cc3)ccc2=O)cc1,-3,0%,39%[activator],-2.3,1.0,26,0%,12%,-13%
CCc1ccc(C2=CC(c3c(F)cccc3Cl)n3c(nc4ccccc43)N2)cc1 (stereo not given),18,-9%[57.1 µM],?,3.9,13,/,30%,-2%[57.1 µM],20%
COc1cccc(/C=N/n2c(C)nc3ccccc3c2=O)c1O,0,-6%,3%,0.2,0.2,-5,6%,-4%,-2%
N#CN(CC(N)=O)c1nc(N2CCCCC2)nc(N2CCCCC2)n1,-1,2%[57.1 µM],-1%,0.4,0.4,19,2%,4%[57.1 µM],-7%
COc1ccc(N2CCN(Cc3nc4c(c(=O)n(C)c(=O)n4C)n3C(C)C)CC2)cc1,-1,4%[57.1 µM],0%,/,-0.2,/,-16%,24%[57.1 µM],?
COc1ccc(Nc2ccc(Cl)cc2)c(C(=O)O)c1,13,-2%,-9%,-0.2,-0.9,-19,6%,7%,-19%
COc1ccc(Cl)cc1NC(=O)CCNC(=O)Cn1ccc2ccccc2c1=O,5,4%[57.1 µM],-2%,0.2,-0.4,18,2%,14%[57.1 µM],-16%
O=C(NCc1ccccc1)C(c1ccccc1)N(C(=O)c1csnn1)C1CC1 (stereo not given),-10,2%[57.1 µM],2%,0.6,-0.4,18,-5%,3%[57.1 µM],?
COc1ccc(S(=O)(=O)N2CCC(C(=O)Nc3nnc(CCN4CCCCC4)s3)CC2)cc1,-1,3%,?,-0.1,2.1,0,9%,23%,-7%
COc1ccc(Nc2nc(-c3ccccc3)nc3ccccc23)c(OC)c1,-5,7%[57.1 µM],3%,-3.6,0.4,-26,-3%,7%[57.1 µM],-19%
C/C=C\C=C/C(=O)Nc1cccc(C2=NOC3(C2)C[C@@H](C(N)=O)N(C(=O)/C=C/CC)C3)c1 (stereo not given in full),-11,0%,?,0.3,-0.1,19,4%,16µM*,4%
CCCNS(=O)(=O)c1cc(Br)cc2c1N(C(=O)CC)CC2,-4,-3%,-8%,-0.4,0.0,13,-8%,4%,-15%
O=C(c1ccc(Cl)cc1)C1CCCN(Cc2cccn2-c2cccnc2)C1 (stereo not given),33*,3%[57.1 µM],1%,-0.4,0.5,-5,19%,21%[57.1 µM],-31%
O=C(O)CCCNC(=O)c1ccc(NC(=O)Cc2ccc(Cl)cc2)cc1,-5,6%,0%,-0.4,-1.9,-16,5%,9%,-18%
Cc1ccccc1C(=O)NNS(=O)(=O)c1cccc([N+](=O)[O-])c1,2,5%,-2%,0.6,0.1,-9,7%,18%,-21%
CCOc1ccc(OCC(=O)c2c(O)c3ccccc3oc2=O)cc1,-12,3%[57.1 µM],-15%,0.5,-0.3,-14,-3%,-41%,-3%
Cc1ccc(NC(=O)CSc2ccc3c(c2)OCCO3)nc1,-9,-10%,-1%,0.1,-0.2,0,4%,17%,-11%
CCc1ccc(NC(=O)CN(c2ccc3c(c2)OCO3)S(=O)(=O)c2c(C)noc2C)cc1,1,2%,-8%,0.2,0.8,-1,11%,11%,?
COc1ccc2[nH]c3c(NCCN(C(C)C)C(C)C)ncnc3c2c1,0,36%,-6%,-0.4,0.0,9,0%,-9%,-6%
Cc1cc(C(=O)OCn2nnc3ccccc3c2=O)c(C)o1,-4,-8%,3%,/,-0.4,/,5%,-5%,-3%
O=C(c1ccc(-c2ccccc2)c(F)c1)C1CCCN(CCCn2cccn2)C1 (stereo not given),15,-8%,-1%,1.0,1.1,-11,-1%,0%,-7%
OC(c1ccccc1)C(NCCNCc1ccccc1)c1ccccc1 (stereo not given),/,-2%[2.29 µM],-5%,/,/,/,16%,-6%[2.29 µM],?
O=C(Cc1ccccc1F)Nc1ccccc1-c1ccccc1,-13,5%[57.1 µM],2%,-0.2,0.2,0,4%,14%[57.1 µM],-21%
C/C(=N\OCC(=O)Nc1ccccc1Br)c1cccs1,-1,5%,5%,0.3,-0.7,-7,10%,21%,-16%
Cc1ccc(NC(=O)CSc2nnc(C)n2-c2ccccc2)cc1,-3,-9%[57.1 µM],-1%,-0.7,0.0,-6,5%,4%[57.1 µM],-11%
Cc1ccc(N(CC(=O)NCCc2ccc(F)cc2)S(=O)(=O)c2ccc(Cl)c([N+](=O)[O-])c2)c(C)c1,7,-5%,-2%,/,1.0,/,-6%,-9%,-12%

# Bioassay records from PubChem.

# Only part of the results is shown, so the mix of outcomes need not match the whole.
